# Assay outcomes from PubChem BioAssay.
# ERG Ets-DNA blk – blocks human ERG Ets domain binding to DNA; P11308; fluorescence polarization, His-ERG Ets domain / labelled DNA; Potency, µM (series often up to 76.9 µM), for inactives: at the top dose FP activity, negative = inhibition, usual class: inhibitors; 0.028% of 370,000 active; AID 624246; active = well fitted inhibition curve with a large enough effect in the polarisation, with a control signal flat; inconclusive = small, poorly fitted or top-dose-only effect, or effect the other way, or a change in a side signal; inactive = no such curve, though single readings can be large or run the other way; the % refers to the polarisation;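 note: polarization taken with two DNA probes labelled with fluorescein and Texas red; potency is the fitted concentration of half-maximal effect; % of control where 0% means no effect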
#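 His-tagged ERG Ets domain (1 uM in the protein solution; 300mM KCl, 50mM Tris-HCl, 1mM EDTA, 1mM DTT, pH 7.5) received compound, then a probe mix of 5 nM fluorescein-DNA and 100nM Texas-615-DNA. Fluorescence polarization was read for both dyes.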
# G9a block – blocks human histone lysine methyltransferase G9a | Potency, µM (highest dose often 102 µM), for the others: at the top dose activity, negative = inhibition, usual class: inhibitors | Q96KQ7 | 8.8% of 350,000 active | G9a H3K9 monomethylation, AlphaScreen, 2 h; note: potency is the fitted concentration of half-maximal effect; % is set by controls: 0 for no effect and ±100 for the full control effect; nearly all actives have a fitted effect of over 75% in size
#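 AlphaScreen read-out: biotin-H3K9 peptide (500 nM) methylation by 20 nM enzyme with 20 uM SAM, 2 h at room temperature after 15 min compound preincubation; anti-monomethyl H3K9 antibody plus donor/acceptor beads, 10 min dark.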
# Pin1 inh – blocks the human prolyl isomerase Pin1 | Potency, µM (titrated, usually from 115 µM), for inactives: top-dose activity, negative = inhibition, actives largely listed as inhibitors | Pin1 FP peptide displacement, HiFluor488, 10 min | 0.009% of 390,000 active; active = well fitted inhibition curve with a large enough effect in the polarisation, with a control signal flat, not every such curve was filed as active; inconclusive = small, poorly fitted or top-dose-only effect, or effect the other way, or a change in a side signal; inactive = no such curve, though single readings can be large or run the other way; the % refers to the polarisation; note: potency is the fitted concentration of half-maximal effect; % is set by controls: 0 for no effect and ±100 for the full control effect
# Target sequence (Q13526 whole entry, looked up): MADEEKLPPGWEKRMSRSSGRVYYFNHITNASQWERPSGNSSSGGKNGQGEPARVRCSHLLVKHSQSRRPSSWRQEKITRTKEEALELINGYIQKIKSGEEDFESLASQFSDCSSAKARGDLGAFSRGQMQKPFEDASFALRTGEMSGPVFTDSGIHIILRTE
# PI4K2A inh – inhibitors of human PI4K2A. Q9BTU6. purified PI4K2A, ADP-Glo luminescence, 1 h; stronger effect = lower value. activity change, negative = inhibition, % at 76.9 µM. 0.13% of 420,000 active. AID 1346378; in the data active = activity change below about -50%; inconclusive = mostly about -30% to -49%;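 note: -100% = wells without enzyme as full effect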
# Target sequence (Q9BTU6 whole entry, looked up): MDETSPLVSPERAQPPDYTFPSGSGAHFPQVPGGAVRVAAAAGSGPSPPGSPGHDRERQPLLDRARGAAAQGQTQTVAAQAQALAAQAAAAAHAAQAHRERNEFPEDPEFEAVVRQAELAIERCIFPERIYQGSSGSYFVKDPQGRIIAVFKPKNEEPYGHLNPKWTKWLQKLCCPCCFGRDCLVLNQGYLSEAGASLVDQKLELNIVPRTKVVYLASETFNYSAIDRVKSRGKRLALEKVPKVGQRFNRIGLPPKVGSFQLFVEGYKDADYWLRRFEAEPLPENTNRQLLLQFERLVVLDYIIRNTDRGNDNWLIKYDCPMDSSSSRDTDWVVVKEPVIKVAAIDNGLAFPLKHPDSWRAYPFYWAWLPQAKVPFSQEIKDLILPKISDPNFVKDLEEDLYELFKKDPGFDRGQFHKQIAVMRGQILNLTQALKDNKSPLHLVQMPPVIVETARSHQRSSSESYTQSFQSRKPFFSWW
#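 Compounds are screened against recombinant PI4K2A using PI as substrate and ATP, the latter dispensed at 300 microM. Reactions run one hour at ambient temperature before ADP-Glo detection; full inhibition defined by wells lacking enzyme.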
# PGK inhibitor – blocks T. brucei phosphoglycerate kinase. PGK/GAPDH coupled, Kinase-Glo luminescence, 60 min. P07378. 0.043% of 380,000 active. Potency, µM (top dose mostly 57.5 µM), inactives show at the top dose activity change, negative = inhibition, actives largely listed as inhibitors; note: potency is the fitted concentration of half-maximal effect; % is set by controls: 0 for no effect and ±100 for the full control effect; nearly all actives have a fitted effect of over 60% in size
#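 Luminescent ATP detection (Kinase-Glo Plus) follows a 60-minute room-temperature incubation, with wells lacking PGK as controls. Buffer: 100 mM TEA (pH 7.6), 5 mM MgCl2, 0.01% Tween-20. Coupling enzyme GAPDH (100 nM final) supplies unstable 1,3-BPG in-well.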
# BAZ2B inh – BAZ2B (human) inhibition. Q9UIF8. AlphaScreen BAZ2B-H3K14Ac peptide displacement. Potency, µM (doses to about 114 µM), for the others: at the top dose activity change, negative = inhibition, hits mostly inhibitors. 4.4% of 360,000 active. AID 504333; note: potency is the fitted concentration of half-maximal effect; % is set by controls: 0 for no effect and ±100 for the full control effect; nearly all actives have a fitted effect of over 60% in size
#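 Multi-concentration screen (max 110 uM) measuring displacement of acetylated histone H3 peptide from BAZ2B by AlphaScreen, using 50 nM protein, 50 nM peptide and 10 ug/mL streptavidin donor plus Ni-chelate acceptor beads.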
# JMJD2A Tudor – blocks the human JMJD2A Tudor domain | O75164 | AlphaScreen JMJD2A-Tudor / H3K4me3 peptide binding | Potency, µM (doses to about 114 µM), for inactives: top-dose activity change, negative = inhibition, usual class: inhibitors | 4.4% of 390,000 active | AID 504339; note: potency is the fitted concentration of half-maximal effect; % is set by controls: 0 for no effect and ±100 for the full control effect; nearly all actives have a fitted effect of over 50% in size
# GLS inh – glutaminase GLS (human) inhibition; O94925; GLS enzymatic activity, qHTS titration; Potency, µM (highest dose often 45.5 µM), without a hit: top-dose activity change, negative = inhibition, usual class: inhibitors; 0.21% of 410,000 active; AID 624170; note: potency is the fitted concentration of half-maximal effect; % is set by controls: 0 for no effect and ±100 for the full control effect
#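 Coupled fluorescence readout: glutamate oxidase/HRP/Amplex Red detect glutamate formed by hKGA from L-glutamine (1 mM solution added). Buffer 45 mM KH2PO4 pH 8.2, 0.02% Tween-20; reads at t0 and 30 min RT.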
# HP1b chromo inh – inhibitors of HP1-beta chromodomain binding to methylated histone tails | 0.56% of 390,000 active | AlphaScreen HP1-beta / biotin-H3K9me3 peptide binding | P83916 | Potency, µM (series often up to 114 µM), inactives show at the highest dose activity change, negative = inhibition, hits mostly inhibitors; note: potency is the fitted concentration of half-maximal effect; nearly all actives have a fitted effect of over 70% in size; inactives centre near 23
# Target sequence (P83916 whole entry, looked up): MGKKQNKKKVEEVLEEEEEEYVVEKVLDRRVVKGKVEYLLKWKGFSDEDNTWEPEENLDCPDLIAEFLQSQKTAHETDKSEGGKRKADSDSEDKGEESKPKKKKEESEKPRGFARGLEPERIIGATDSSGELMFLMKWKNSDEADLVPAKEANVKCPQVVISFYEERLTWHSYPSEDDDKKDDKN
#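 AlphaScreen: HP1-beta (50 nM) preformed 30 min with biotin-H3(1-18)K9me3 peptide (50 nM) in PBS pH 7.4, 0.01% Tween-20. Compound added for 30 min at RT, then streptavidin donor/nickel chelate acceptor beads (10 ug/mL) for 30 min.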
# Active calls of the source: *; i = inactive; u = inconclusive; x = no result given; [ ] = dose if it differs, or a comment. Unless noted, calls come from the whole dose curve; as a rule, active = well fitted curve in the direction sought with a large enough effect; inconclusive = small, poorly fitted or top-dose-only effect, or another doubt; inactive = no such curve, though single readings can be large; an effect the other way counts as inactive or inconclusive.
G9a block	ERG Ets-DNA blk	Pin1 inh	SMILES	HP1b chromo inh	PI4K2A inh	BAZ2B inh	JMJD2A Tudor	PGK inhibitor	GLS inh
1.3%	-6.1%	-2.1%	O=C(N/C(=C\c1ccccc1)C(=O)N1CCOCC1)c1ccc(Br)o1	-7.3%	-9.3	3.8%	-4.8%	-1.3%	1.6%
4.9%	0.3%	-1.5%	CCC(C)(C)C1CCc2[nH]nc(C(=O)N/N=C(\C)c3ccco3)c2C1 (stereo unspecified)	24.7%	-23.1	-22.9%	-23.4%	-0.7%	20.6%
12.5%[59 µM]	-1.1%	3.4%	CCOC(=O)CSc1nnc2cc(C)c3ccccc3n12	-6.2%	-0.2	-4.9%	-20.5%[11.4 µM]	-7.5%	-16.9%
0.0%[0.501 µM]	-5.3%	-2.3%	COc1ccc(OCC(=O)Nc2cc(NC(=O)COc3ccc(OC)cc3)cc(C(=O)O)c2)cc1	21.0%	-0.8	-11.4%	3.7%	-1.2%	-1.9%
-8.7%	-10.3%	30.9%[activator]	O=C(NNc1nc2ccc(Cl)cc2s1)c1cc(-c2cccs2)nc2ccccc12	48.8%[activator]	5.1	-33.6%	u	i	2.2%
u	-0.4%	-12.6%	COc1ccc(N2CCN(Cc3cccn3-c3nnc(N4CCN(C5CCCCC5)CC4)s3)CC2)cc1	u	-2.3	u	50.1µM*	9.8%	7.7%
50.1µM*	4.3%	-10.8%	C=CCc1ccc(OCC(O)CN2CCN(Cc3ccc(Cl)cc3)CC2)c(OC)c1 (stereo unspecified)	11.6%	-1.7	u	-20.2%[57.1 µM]	-0.9%	3.5%
-4.6%[59 µM]	-1.1%	8.4%	O=C(CSc1nnc(CNc2cccc(C(F)(F)F)c2)n1Cc1ccco1)NCc1ccco1	-11.4%	-0.8	0.6%	-14.5%[11.4 µM]	-2.0%	-0.7%
12.7%	1.3%	-2.9%	COc1ccc(-c2cc(=O)oc3cc(OCC(=O)N(C)C)ccc23)cc1	49.6%[activator]	-8.7	14.5%	-4.3%	i	-6.2%
u	x	5.0%	CCN(CC)CCNC(=O)c1ccc(NC(=O)c2cc(S(=O)(=O)N3CCCCC3)ccc2C)cc1	26.7%	-2.2	6.5%	-11.4%	i	-4.4%
10µM*	-3.4%	5.8%	COC(=O)c1cc(C)sc1NC(=O)CSc1ncccn1	-3.0%	3.7	-21.2%	-5.7%	-2.8%	-8.9%
22.4µM*	-2.2%	1.1%	CC[n+]1c(C)cc2c(sc3ccccc32)c1C	44.1%[activator]	1.5	-18.6%	u	-4.8%	-3.9%
13.4%[59 µM]	-3.1%	-3.0%	CCOC(=O)CN(C#N)c1nc(C)cc(C)n1	41.8%[activator]	2.7	0.8%	0.7%	7.3%	1.8%
x	7.0%	-4.5%	CCOC(=O)[C@H]1[C@H]2COc3ccc(Cl)cc3[C@@H]2N2C(=O)[C@@H](CO)NC(=O)[C@@]12C	41.3%[activator]	4.1	x	-7.9%	-0.4%	-7.6%
27.8%	-0.7%	4.2%	O=C(CC1N=C(Cc2ccccc2)NNC1=O)N/N=C/c1ccc([N+](=O)[O-])cc1 (stereo unspecified)	17.6%	-0.9	-14.3%	-16.5%	-12.2%	6.6%
9.9%[59 µM]	-10.4%	3.8%	COc1cc(NS(=O)(=O)c2ccc(NC(=S)NC(=O)c3cccs3)cc2)nc(OC)n1	-0.7%	0.7	-4.3%	-16.8%	-3.5%	4.0%
-2.3%[59 µM]	7.1%	8.6%	Cc1cccc(CCNC(=O)C2CCC(CNS(=O)(=O)c3c(C)cc(C)cc3C)CC2)c1 (stereo unspecified)	11.9%	-0.5	6.4%	-6.4%	5.4%	-2.2%
-16.3%	-0.9%	4.5%	CCCN(CCC)CCN1C(=O)C2C(C(=O)Nc3ccc(C)cc3)C3C=CC2(O3)C1C(=O)NC1CCCCC1 (stereo unspecified)	-11.6%	-3.6	7.1%	-5.3%	2.0%	-1.8%
-31.7%	5.5%	10.6%	CC(C)(C)c1nn(-c2ccccc2)c2[nH]c(=O)c(CNCc3ccco3)cc12	27.8%	-6.9	-0.5%	-19.8%[11.4 µM]	-1.9%	-4.5%
50.1µM*	x	1.4%	Cc1nnc(SCC(=O)NCc2ccc3c(c2)OCO3)[nH]c1=O	23.8%	1.8	-31.8%	-16.9%	7.2%	-6.7%
-13.6%[12.7 µM]	x	9.2%	CCOC(=O)/C(=N\Nc1ccc(OC)cc1)c1csc(Nc2ccccc2)n1	-20.4%	-0.9	u	39.8µM*	i	-1.5%
-4.4%	2.4%	u	CC(C)(C)c1cnnn1-c1ccc(/C=N/Nc2ccc([N+](=O)[O-])cc2)cc1	8.3%	-1.6	-11.3%	-25.1%	-9.2%	5.9%
-38.0%	1.2%	3.0%	CCOC(=O)C1CCCN(C(=O)/C=C/c2ccc(OC)cc2)C1 (stereo unspecified)	32.6%	6.2	3.8%	-2.8%	-1.9%	-23.9%
-28.8%[59 µM]	14.1%	10.4%	Cc1ccc(NC(=O)C2CCCN2S(=O)(=O)c2ccc3nc(-c4ccccc4)[nH]c3c2)cc1F (stereo unspecified)	29.1%	-12.9	-36.3%	u	-9.2%	-8.5%

# Some of these compounds in order of their number in GLS inh, descending:
G9a block	ERG Ets-DNA blk	Pin1 inh	SMILES	HP1b chromo inh	PI4K2A inh	BAZ2B inh	JMJD2A Tudor	PGK inhibitor	GLS inh
13.4%[59 µM]	-3.1%	-3.0%	CCOC(=O)CN(C#N)c1nc(C)cc(C)n1	41.8%[activator]	2.7	0.8%	0.7%	7.3%	1.8%
x	7.0%	-4.5%	CCOC(=O)[C@H]1[C@H]2COc3ccc(Cl)cc3[C@@H]2N2C(=O)[C@@H](CO)NC(=O)[C@@]12C	41.3%[activator]	4.1	x	-7.9%	-0.4%	-7.6%
-28.8%[59 µM]	14.1%	10.4%	Cc1ccc(NC(=O)C2CCCN2S(=O)(=O)c2ccc3nc(-c4ccccc4)[nH]c3c2)cc1F (stereo unspecified)	29.1%	-12.9	-36.3%	u	-9.2%	-8.5%
-38.0%	1.2%	3.0%	CCOC(=O)C1CCCN(C(=O)/C=C/c2ccc(OC)cc2)C1 (stereo unspecified)	32.6%	6.2	3.8%	-2.8%	-1.9%	-23.9%

# More compounds:
G9a block	ERG Ets-DNA blk	Pin1 inh	SMILES	HP1b chromo inh	PI4K2A inh	BAZ2B inh	JMJD2A Tudor	PGK inhibitor	GLS inh
-0.6%[59 µM]	1.4%	u	O=C(c1cccc(F)c1)N1CCN(C(=O)c2cc3ncc(Br)cn3n2)CC1	0.2%	2.0	u	-21.1%	-14.8%	3.3%
x	-6.7%	2.2%	N#Cc1ccsc1NC(=O)CN1CCOCC1	28.3%	0.1	-15.1%	-23.2%	-2.2%	2.8%
0.9%	-0.4%	-4.3%	O=C(Nc1nc2ccccc2[nH]1)NC1CCCCC1	31.3%	-11.0	-21.0%	-21.9%	-8.6%	1.3%
-41.0%	-2.0%	-3.8%	CCOC(=O)c1c(-n2cnnn2)sc2c1CCCC2	25.9%	-5.4	-0.5%	5.7%	5.8%	-1.2%
u	20.2%	52.7%[activator]	O=C(Nc1ccc(Cl)cc1Cl)c1ccc2ncsc2c1	24.5%	1.1	-21.5%	-15.9%	-1.9%	6.8%
50.1µM*	1.1%	-6.3%	CCOC1(OCC)N=C(N)C2(C#N)C(c3ccc(NC(C)=O)cc3)C12C#N (stereo unspecified)	11.7%	-10.8	79.4µM*	u	-1.8%	2.6%
-8.4%	-20.3%	-1.3%	CCC1(CC)NC(=O)N(CC(=O)OCC(=O)c2cc(C)c(C)cc2C)C1=O	22.8%	7.1	6.3%	-11.0%	-8.4%	-5.7%
u	-6.7%	-1.5%	O=C(Nc1c2c(nn1-c1ccc(F)cc1)CS(=O)(=O)C2)c1ccc(S(=O)(=O)N2CCOCC2)cc1	-2.6%	-7.5	x	-15.4%	-0.5%	0.2%
x	1.6%	-4.9%	COc1ccc(CNC2CCCc3ccccc32)c(OC)c1 (stereo unspecified)	u	-7.9	3.8%	50.1µM*	-3.0%	-5.1%
44.7µM*	-1.4%	-3.3%	O=C(CC1C(=O)NCCN1Cc1ccccc1C(F)(F)F)NC1CCCCCC1 (stereo unspecified)	49.6%[activator]	-8.4	-8.0%[57.1 µM]	-22.6%	-5.6%	-0.3%
22.3%[59 µM]	-7.2%	3.4%	CCCC(CCC(=O)Nc1ccc(C(=O)OC)cc1)C(=O)O (stereo unspecified)	16.0%	-0.9	-5.6%	-3.2%	-4.4%	1.5%
1.58µM*	x	-6.8%	O=C(CCc1ccccc1)NNC(=S)NC(=O)c1ccc(Cl)cc1	-20.6%	-2.7	8.7%	-35.6%	x	11.6%
u	-6.5%	-3.1%	CC(C)N(C)S(=O)(=O)c1ccc(NC(=O)C2=COCCO2)cc1	19.3%	2.2	11.5%	-13.0%	5.0%	6.3%
19.6%	6.0%	5.2%	CC(=O)c1cccc(NCC(=O)Nc2cc(S(=O)(=O)N3CCCCC3)ccc2C)c1	1.4%	-1.8	-3.8%	-21.3%	-2.5%	12.9%

# An unsorted share of the library; overall some 11% were active at least once.
